IL2 activator – qHTS of IL-2 Activators | IL-2 activation reporter assay, cell-based qHTS; stimulated with anti-CD3/CD4/CD28 beads; in transgenic mouse T cells | activation, % (series mostly up to about 46 µM) | actives 0.065% (n = 360,000) | AID 652025, 2013; in the data active = activation above about 50%; inconclusive = mostly about 30% to 49%; note: 0% is about no effect
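EGFP and DsRed fluorescence is measured by plate cytometry in unstimulated transgenic mouse T cells exposed to compound for 60 minutes, then stimulated 18 hours at 37 degrees C with anti-CD3/anti-CD4 beads plus anti-CD28.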
EPAC2 ag – qHTS for Agonist of cAMP-regulated guanine nucleotide exchange factor 4 (EPAC2): primary screen; actives 0.079% (n = 360,000); EPAC2 activation, biochemical qHTS; response scale: 100% = 6.5 mM cAMP response; Rap guanine nucleotide exchange factor 4 (Homo sapiens), Q8WZA2; AID 720711, 2013; Potency, µM (highest dose often 154 µM), for the others: at the top dose activation, most hits filed as activators; note: potency is the fitted concentration of half-maximal effect; nearly all actives have a fitted effect of over 50% in size
Target sequence (Q8WZA2 whole entry, looked up): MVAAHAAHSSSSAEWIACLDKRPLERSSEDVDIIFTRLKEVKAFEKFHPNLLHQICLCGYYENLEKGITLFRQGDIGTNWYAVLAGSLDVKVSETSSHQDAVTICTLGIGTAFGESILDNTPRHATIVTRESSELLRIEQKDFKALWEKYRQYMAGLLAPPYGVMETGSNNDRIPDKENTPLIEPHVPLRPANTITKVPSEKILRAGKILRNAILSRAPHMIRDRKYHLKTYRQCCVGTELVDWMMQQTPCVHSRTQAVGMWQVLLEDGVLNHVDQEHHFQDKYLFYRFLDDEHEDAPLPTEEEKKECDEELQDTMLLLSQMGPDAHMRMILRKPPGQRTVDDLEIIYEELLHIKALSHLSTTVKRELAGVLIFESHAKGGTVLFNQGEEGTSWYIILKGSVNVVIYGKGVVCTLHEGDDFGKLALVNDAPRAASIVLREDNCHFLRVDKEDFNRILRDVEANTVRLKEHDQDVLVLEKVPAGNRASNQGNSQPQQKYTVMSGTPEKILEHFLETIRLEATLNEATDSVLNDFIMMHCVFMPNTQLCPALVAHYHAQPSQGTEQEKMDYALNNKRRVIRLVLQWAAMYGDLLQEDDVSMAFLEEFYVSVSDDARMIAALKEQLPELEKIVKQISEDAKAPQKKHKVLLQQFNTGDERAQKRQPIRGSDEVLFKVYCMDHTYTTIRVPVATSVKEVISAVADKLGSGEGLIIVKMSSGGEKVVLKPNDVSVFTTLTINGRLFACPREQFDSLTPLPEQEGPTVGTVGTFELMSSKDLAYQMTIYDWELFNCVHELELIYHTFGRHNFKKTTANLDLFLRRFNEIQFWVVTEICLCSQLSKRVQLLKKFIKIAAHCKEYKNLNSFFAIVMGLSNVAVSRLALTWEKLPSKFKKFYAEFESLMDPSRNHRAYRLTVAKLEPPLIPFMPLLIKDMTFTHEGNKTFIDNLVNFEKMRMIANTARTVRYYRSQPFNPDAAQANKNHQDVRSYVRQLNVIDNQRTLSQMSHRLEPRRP
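Exchange assay: 100 nM EPAC2 with 250 nM Rap1B-BODIPY-GDP and 50 uM GDP. Fluorescence (ex 480/em 540 nm) read every 5 min for 30 min at room temperature. Data normalized to 6.5 mM cAMP as agonist control.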
Nrf2 ARE act – qHTS of Nrf2 Activators | AREc32 ARE-luciferase reporter (MCF7-derived line), luminescence, 24 h | Potency, µM (doses to about 46.1 µM), for inactives: at the highest dose activation, actives largely listed as activators | actives 0.31% (n = 410,000); note: potency is the fitted concentration of half-maximal effect; % of control where 0% means no effect; nearly all actives have a fitted effect of over 65% in size
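Nrf2 activation is followed as ARE-luciferase induction in the AREc32 line after one day of compound treatment; luminescence is read with Steady-Glo.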
A549 viability – Nrf2 qHTS screen for inhibitors: counterscreen for cytotoxicity. A549 ARE-Fluc cells, CellTiter-Fluor viability, 18-24 h. Potency, µM (series often up to 46 µM), without a hit: at the highest dose activity change, negative = cytotoxicity, usual class: inhibitors. actives 0.16% (n = 390,000); note: potency is the fitted concentration of half-maximal effect; % is set by controls: 0 for no effect and ±100 for the full control effect
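A549 ARE-Fluc cells in 5% FBS OPTI-MEM, 5000 cells/well, rested 2 h then exposed to compounds in concentration-response for 18-24 h at 37 °C. Viability by CellTiter-Fluor fluorescence (Ex 405/Em 525) after 30 min; luciferase luminescence (BugLite, 15 min, RT) read afterwards.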
TGFb SMAD3 inh – qHTS for Inhibitors of TGF-b. HepG2 CAGA-GFP TGF-b/SMAD3 reporter, GFP fluorescence, 18 h; TGF-beta stimulated, 500 pg/mL final. AID 588855, 2011. actives 1.2% (n = 410,000). Potency, µM (top dose mostly 46.1 µM), without a hit: at the top dose activity, negative = inhibition, usual class: inhibitors; note: potency is the fitted concentration of half-maximal effect; % is set by controls: 0 for no effect and ±100 for the full control effect; nearly all actives have a fitted effect of over 65% in size
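HEPG2 CAGA-GFP reporter cells (1000/well, DMEM with 1% FBS) received compounds, then recombinant TGF-beta at 500 pg/mL final for 18 hours at 37 degrees C. Per-cell GFP summed per well was normalised to unstimulated and stimulated DMSO controls before curve fitting.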
HepG2 viability – qHTS for Inhibitors of TGF-b: Cytotox Counterscreen. HepG2 CAGA-GFP viability, ATP luminescence, 18 h. Potency, µM (doses to about 46.1 µM), for the others: top-dose activity change, negative = cytotoxicity, hits mostly cytotoxic. actives 0.76% (n = 410,000). AID 588856, 2011; note: potency is the fitted concentration of half-maximal effect; some results filed as inactive show a strong effect at the top dose
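HepG2 CAGA-GFP cells (1000/well, DMEM with 1% FBS) received compound, then TGF-beta at 500 pg/mL final, and were incubated 18 hours at 37 degrees C. Viability was read by CellTiter-Glo luminescence. Media-only wells were set as complete cell-killing and DMSO as no toxicity.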
ATXN viability – Viability Counterscreen for Primary qHTS for Inhibitors of ATXN expression; Potency, µM (top dose mostly 56.7 µM), most hits filed as cytotoxic; actives 0.49% (n = 400,000); S2 cells (HEK-293 line with an ATXN2-luciferase reporter) viability, CellTiter-Fluor protease fluorescence, 24 h; AID 651635, 2014; note: potency is the fitted concentration of half-maximal effect; nearly all actives have a fitted effect of over 40% in size
ATXN2 expr inh – Primary qHTS for Inhibitors of ATXN expression. HEK-293 ATXN2-luciferase reporter, luminescence, 24 h. Potency, µM (top dose mostly 57 µM), inactives show at the top dose activity change, negative = inhibition, usual class: inhibitors. actives 0.72% (n = 360,000); note: potency is the fitted concentration of half-maximal effect; % is set by controls: 0 for no effect and ±100 for the full control effect; nearly all actives have a fitted effect of over 55% in size
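qHTS (up to 57 uM final) was run with 24 h compound exposure of reporter cells at 37 °C. Each well was multiplexed: SteadyGlo luminescence measured ATXN2-luciferase expression after a fluorogenic Gly-Phe-AFC viability readout (25 uM final).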
Nrf2 inh – Nrf2 qHTS screen for inhibitors; Potency, µM (titrated, usually from 46 µM), inactives show at the top dose activity change, negative = inhibition, usual class: inhibitors; A549 ARE-Fluc reporter, luciferase luminescence, 18-24 h; actives 2.1% (n = 360,000); note: potency is the fitted concentration of half-maximal effect; % is set by controls: 0 for no effect and ±100 for the full control effect; nearly all actives have a fitted effect of over 60% in size
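Cells were seeded and rested 2 h, then exposed to compounds for 18-24 h. CellTiter-Fluor was read first as a viability measure. BugLite was added 15 min before the final luminescent read of ARE-luciferase activity in A549 cells.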
* marks the source's active call; other numbers are inactive results; i = inactive; ? = inconclusive; · = not tested or not shown; [ ] = another dose, or the depositor's remark. Unless noted, calls come from the whole dose curve; as a rule, active = well fitted curve in the direction sought with a large enough effect; inconclusive = small, poorly fitted or top-dose-only effect, or another doubt; inactive = no such curve, though single readings can be large; an effect the other way counts as inactive or inconclusive.

Every second line gives: IL2 activator | EPAC2 ag | Nrf2 ARE act | A549 viability | TGFb SMAD3 inh | HepG2 viability | ATXN viability | ATXN2 expr inh | Nrf2 inh
1: Cc1ccc(SCC(=O)NNC(=O)c2ccc(S(C)(=O)=O)cc2)cc1
    0.0 | 9% | -0.5% | 5% | -6% | 3% | i | -17% | 18%
2: CC(CN1CCC(n2nccc2NC(=O)C2CCCC2)CC1)c1ccccc1 (configuration not stated)
    -1.5 | -19% | -0.1% | -1% | 0% | 0% | i | -5% | 9%
3: CCOc1ccc(C(C)=O)cc1CSc1nnc(N)s1
    0.0 | 9% | -0.1% | -4% | -10% | 2% | ? | -1% | 1%
4: C=CCc1ccccc1OCC(O)CN1C(=O)c2ccccc2C1=O (configuration not stated)
    1.5 | 3% | -0.4% | 6% | 5% | 7% | i | 0% | -6%
5: Clc1ccccc1Nc1ncnc2c1nnn2Cc1ccccc1
    -2.8 | 17% | -0.8% | -4% | 33%[activator] | -6% | i | 6% | -7%
6: Oc1ccc(CNc2ccc(F)cc2)c2cccnc12
    -2.6 | 1% | -0.1% | ? | ? | -67% | i | -16% | 7.3µM*
7: COc1ccc(Cl)cc1NC(=O)C1CC(=O)N(c2ccc(F)cc2)C1 (configuration not stated)
    0.2 | -16% | -0.3% | -6% | 22% | 26% | i | -6% | ?
8: Cc1ccc(/C=C/C(=O)OCC(=O)Nc2cccnc2Cl)cc1
    3.6 | 2% | -0.5% | 1% | -7% | 5% | i | 10% | 10%
9: Cc1ccc(CNC(=O)c2ccc(CSCc3ccccc3C)o2)cc1
    · | · | -0.2% | 12% | -13% | -24% | · | · | ·
10: O=C1CN(S(=O)(=O)c2ccc([N+](=O)[O-])cc2)CC(=O)N1
    0.8 | 11% | 0.2% | 1% | -4% | -86% | i | -7% | 8%
11: COc1cc(/C=N/NC(=O)CN2CCCCC2)ccc1OCc1ccccc1
    7.7 | 0% | 5.9% | 17% | -37% | -15% | i | 49%[activator] | 17%
12: COc1cc(CNc2ncc(-c3ccc(Cl)cc3)n2C)cc(OC)c1OC
    0.6 | 9% | 5.3% | 0% | -13% | -34% | i | · | ?
13: CCn1c(CNC(=O)c2ccc(OC)cc2)nnc1SC
    -0.6 | 5% | -0.6% | -7% | 8% | -3% | i | 5% | 6%
14: CSc1cccc(NC(=O)CCC(=O)O)c1
    0.1 | 8% | 2.2% | -2% | ? | -26% | i | -18% | -5%
15: O=S(=O)([N-]c1nc2ccccc2nc1-n1cc[n+](Cc2ccccc2)c1)c1ccccc1
    1.7 | 3% | 0.0% | 0% | 6% | -2% | · | 15% | ?
16: CCN(C(=O)COC(=O)c1ccc2[nH]c3c(c2c1)CCCC3)C1CCS(=O)(=O)C1 (configuration not stated)
    0.0 | 1% | 0.6% | 3% | 6% | 3% | i | -30% | -18%
17: Cc1ccc(C(=O)NCCc2nnc3ccc(SCC(=O)Nc4nnc(C)s4)nn23)cc1
    -2.1 | 10% | -0.2% | · | 0% | -6% | i | · | ·
18: COCCCNC(=S)NNC(=O)Cn1nc(C)c(Br)c1C
    -0.9 | -4% | 0.1% | -1% | 8% | 0% | i | -3% | 8%
19: C#CCOCCOCCOCCNc1nc(N2CCN(C(=O)C(Cc3ccc(O)cc3)n3cc(C(N)CC(C)C)nn3)CC2)nc(N2CCN(C(=O)C(Cc3ccc(O)cc3)n3cc(C(N)C(C)CC)nn3)CC2)n1 (configuration not stated)
    0.5 | 4% | 0.3% | -3% | -3% | 12% | i | -12% | -10%
20: N#C/C(=C\c1cccn1S(=O)(=O)c1cccc([N+](=O)[O-])c1)S(=O)(=O)c1ccc(F)cc1
    0.2 | 11% | 8.8% | · | -15% | -5% | i | -3% | ·
21: O=C(Nc1ccon1)C(Sc1ccccc1)c1ccccc1 (configuration not stated)
    0.0 | 10% | 0.3% | 3%[1.84 µM] | ? | -16% | i | -7% | ?
22: Cc1ccc2c(C)c(C(=O)Nc3ccc(S(N)(=O)=O)cc3)oc2c1C
    -0.6 | 8% | 0.1% | 9% | -7% | -8% | i | -28% | 2%
23: ONC=Nc1cccc2nonc12
    -3.7 | 0% | 0.3% | -7% | -8% | 5% | i | -5% | ·
24: O=C(NCC(=O)N(Cc1ccco1)C(C(=O)NC1CCCCC1)c1cccnc1)c1cccs1 (configuration not stated)
    5.4 | -2% | 0.3% | 1% | -1% | -11% | i | -1% | 7%
25: CCn1ccc(C(=O)N2CCN(c3ncccn3)CC2)n1
    -1.2 | 17% | -0.6% | 4% | 2% | -15% | i | -5% | 4%
26: Nc1ccc(C(=O)Nc2cccc3ncccc23)cc1
    -0.3 | 5% | 2.2% | 13% | ? | -47% | i | -13% | 6%
27: Cc1cccc(C(=O)NNC(=O)c2c(-c3ccccc3Cl)noc2C)c1O
    -0.6 | 9% | -0.9% | 2% | 22% | -2% | i | ? | -3%
28: CCn1c(SCC(=O)Nc2ccc(OC)c(OC)c2)nnc1-c1c[nH]c2ccccc12
    -4.4 | 10% | 2.9% | 11% | -18% | -11% | i | -5% | ?
29: CCCOc1ccc(Cc2nc(N)nc(N)n2)cc1
    -1.4 | 7% | 0.1% | -2% | ? | -36% | i | 7% | -7%
30: CCCN(N=Nc1cccc([N+](=O)[O-])c1)c1cccc([N+](=O)[O-])c1
    1.0 | 15% | ? | 9% | -7% | -21% | i | ? | 6%

From no. 7 as far as 8, copied from above:
Every second line gives: IL2 activator | EPAC2 ag | Nrf2 ARE act | A549 viability | TGFb SMAD3 inh | HepG2 viability | ATXN viability | ATXN2 expr inh | Nrf2 inh
7: COc1ccc(Cl)cc1NC(=O)C1CC(=O)N(c2ccc(F)cc2)C1 (configuration not stated)
    0.2 | -16% | -0.3% | -6% | 22% | 26% | i | -6% | ?
8: Cc1ccc(/C=C/C(=O)OCC(=O)Nc2cccnc2Cl)cc1
    3.6 | 2% | -0.5% | 1% | -7% | 5% | i | 10% | 10%

Continued:
Every second line gives: IL2 activator | EPAC2 ag | Nrf2 ARE act | A549 viability | TGFb SMAD3 inh | HepG2 viability | ATXN viability | ATXN2 expr inh | Nrf2 inh
31: O=C(N/C(=C/c1ccccc1F)C(=O)N1CCCCC1)c1ccccc1
    0.6 | 12% | 0.6% | -4% | 8% | -59% | ? | -14% | 1%
32: COc1ccccc1NS(=O)(=O)c1cc(C(=O)Nc2ccc(S(=O)(=O)Nc3onc(C)c3C)cc2)ccc1C
    0.1 | 5% | 0.9% | 7% | ? | -26% | i | -19% | 2%
33: O=C(c1cccc(C(F)(F)F)c1)C1CCCN(C(=O)C2CCOCC2)C1 (configuration not stated)
    -4.0 | 25% | 0.3% | 16% | -9% | -47% | i | -1% | 14%
34: NCc1csc(Nc2nncc3ccccc23)n1
    0.7 | 8% | 7.9% | · | ? | -24% | i | -12% | ·
35: O=C(c1cc(COc2ccc3ncccc3c2)on1)N1CCCC1
    -1.3 | -6% | 5.9% | 3% | 16% | -17% | i | 15% | 4.1µM*
36: COc1ccc(OCCCON2C(=O)c3ccccc3C2=O)cc1
    1.1 | 20% | -0.2% | 3% | 12% | 1% | i | -3% | 3%
37: COc1cc(OC)c(NC(=O)C2CCCN2C(=O)OCc2ccccc2)cc1Cl (configuration not stated)
    -1.5 | 5% | 0.0% | 1% | -24% | -17% | i | -2% | -1%
38: O=C(O)CSc1ncnc2nc[nH]c12
    -1.5 | -6% | -0.1% | -2% | 0% | -3% | i | 0% | 4%
39: CCC(=O)N1c2ccccc2CC1C(=O)NCc1cc(Br)ccc1OC (configuration not stated)
    · | · | -0.5% | 3% | 2% | 0% | i | 1% | ·
40: O=C(COC(=O)c1nc(Cl)ccc1Cl)Nc1ncc(Cl)cc1Cl
    -0.2 | 6% | 3.3% | -2% | -1% | -2% | i | -1% | 5%
41: CNC(=O)COC(=O)c1cc(NC(=O)c2ccco2)c(OC)c(OC)c1
    -1.6 | -2% | -0.1% | -2% | 26% | -14% | i | -8% | -1%
42: Brc1ccccc1OCCCCn1cnc2ccccc21
    -4.4 | 8% | 5.6% | -22% | -31% | -12% | i | -8% | 7.3µM*
43: CCCN(CCC)CCCNC(=S)Nc1ccc2nc(N3CCN(C)CC3)cc(C)c2c1
    -0.5 | 2% | -0.3% | 2% | 0% | -32% | i | · | 2%
44: CSc1ccc(/C=N/N2CCN(C)CC2)cc1
    3.1 | 5% | 0.1% | -2% | 6% | -5% | i | 6% | ?
45: COc1ccc(NC(=O)CN(Cc2ccco2)Cc2ccco2)cc1S(=O)(=O)N1CCCCC1
    -0.6 | 9% | 2.5% | -15% | 1% | -3% | ? | -6% | -10%
46: COc1ccc(S(=O)(=O)Nc2ccc3c(c2)OCCO3)cc1OC
    0.3 | 4% | 0.2% | 5% | 1% | -3% | i | -4% | -23%
47: CN(C)c1ccc(/C=N/NC(=O)c2ccco2)cc1
    1.1 | -3% | -0.2% | -10% | ? | -39% | ? | 0% | ?

Shown with each value named: part of the list above.
#43 CCCN(CCC)CCCNC(=S)Nc1ccc2nc(N3CCN(C)CC3)cc(C)c2c1
  IL2 activator = -0.5	EPAC2 ag = 2%	Nrf2 ARE act = -0.3%	A549 viability = 2%	TGFb SMAD3 inh = 0%	HepG2 viability = -32%	ATXN viability = i	ATXN2 expr inh = ·	Nrf2 inh = 2%
#34 NCc1csc(Nc2nncc3ccccc23)n1
  IL2 activator = 0.7	EPAC2 ag = 8%	Nrf2 ARE act = 7.9%	A549 viability = ·	TGFb SMAD3 inh = ?	HepG2 viability = -24%	ATXN viability = i	ATXN2 expr inh = -12%	Nrf2 inh = ·

Bioassay records deposited in PubChem BioAssay by National Center for Advancing Translational Sciences (NCATS).

Rows were taken by chance; any-hit rate near 4.3%.
